# OX1R antag-1 = antagonists of human orexin 1 receptor (OX1R); AID 485270; 330,000 compounds, 1.8% hits; OX1R-expressing cells, FRET antagonist read-out; O43613; inhibition, % at 6.6 µM; in the data active = inhibition mostly above about 38%, no sharp cut-off; inactive = mostly below about 40%;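 note: 0% = agonist challenge alone and 100% = reference antagonist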
# Target sequence (O43613 whole entry, looked up): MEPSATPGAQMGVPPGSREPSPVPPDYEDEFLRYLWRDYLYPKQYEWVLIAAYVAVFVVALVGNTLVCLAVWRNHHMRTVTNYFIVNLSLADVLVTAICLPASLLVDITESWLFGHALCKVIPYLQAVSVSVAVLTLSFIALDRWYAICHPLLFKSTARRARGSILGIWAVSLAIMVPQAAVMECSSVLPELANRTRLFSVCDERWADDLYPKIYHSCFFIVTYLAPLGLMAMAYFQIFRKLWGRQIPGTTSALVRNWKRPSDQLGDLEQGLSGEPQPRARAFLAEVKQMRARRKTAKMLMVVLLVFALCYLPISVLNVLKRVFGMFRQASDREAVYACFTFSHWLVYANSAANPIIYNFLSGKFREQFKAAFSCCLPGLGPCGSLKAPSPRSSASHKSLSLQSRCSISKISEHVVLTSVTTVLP
# OX1R antag-2 = antagonists of human orexin 1 receptor; O43613; CHO/OX1R cells, Fluo-8 calcium fluorescence, orexin A; inhibition, % at 5 µM; 330,000 compounds, 0.43% hits; AID 434989;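 active = inhibition above its plate's threshold, mean inhibition of all tested compounds on the plate plus 3 SD, cut at about 37% in these data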;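 note: 0% = orexin A challenge wells and 100% = SB-334867-A antagonist wells; not every result past the cut was called active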
# * marks the source's active call; other numbers are inactive results.
SMILES,OX1R antag-1,OX1R antag-2
O=C(Cc1ccsc1)N1CCN(S(=O)(=O)c2cc(C(F)(F)F)cc(C(F)(F)F)c2)CC1,3,-2
O=S(=O)(Nc1nc2ccccc2nc1Nc1ccc(N2CCOCC2)cc1)c1cc(Cl)ccc1Cl,6,-7
COc1ccccc1N1CCN(C(=O)c2cc(C)on2)CC1,13,-9
O=C(NC1CCCC1)C(c1ccco1)N(Cc1ccccc1)C(=O)c1csnn1 (configuration not stated),26,-23
Cc1ccc2cc(-c3noc(C4CCCO4)n3)c(=O)[nH]c2c1 (configuration not stated),17,-10
COC(=O)c1ccc(C(=O)N(C)C2CCCN(Cc3ccccc3F)C2)cc1 (configuration not stated),9,-41
CCOC(=O)C1=C(N)Oc2ccc3ccccc3c2C1c1cccnc1 (configuration not stated),26,-27
CCOc1ccc2nc(SCc3ccc(C(=O)OC)o3)[nH]c2c1,27,-20
COc1ccc(/C=C/C(=O)Oc2ccc(/C=N\NC(=O)c3ccc(F)cc3)cc2)cc1,7,-3
CCCCN1C(=O)C(=O)N(CC(=O)N2CCc3ccccc32)C1=O,7,2
Cc1cc(NC(=O)c2ccccc2)ccc1NC(=O)c1ccccc1Cl,14,-36
Cc1noc(C)c1C(=O)N(C)Cc1ccccc1,6,-8
Cc1c(Cl)cccc1NC(=O)CNc1ccccc1F,12,-14
CC1CN(C(=O)CCC(=O)NCc2cccnc2)c2ccccc2O1 (configuration not stated),3,-11
CC(C)c1ccccc1NC(=O)COC(=O)CNC(=O)c1ccc(Br)cc1,11,2
Cc1cccc(OCc2nc(-c3nonc3N)no2)c1C,15,-15
COc1cc(Nc2cc(C)nc3ncnn23)cc(OC)c1,13,-16
Cc1cc(C)cc(N(CC(=O)Nc2c(C)n(C)n(-c3ccccc3)c2=O)S(C)(=O)=O)c1,16,-4
CCN(CC)S(=O)(=O)c1ccc(NC(=O)COC(=O)c2cnc(C)cn2)cc1,3,-10
Cc1cccc(OCC(=O)Nc2nnc(S(=O)(=O)N3CCCCCC3)s2)c1,16,1
CC(=O)N/C(=N/c1nc(C)cc(C)n1)Nc1cc(C)cc(C)c1,-5,-20
O=C(COC(=O)c1ccc(Br)o1)Nc1cccc(S(=O)(=O)N2CCCCC2)c1,4,-22
COc1ccccc1C(=O)NCCC(=O)NCC1COc2ccccc2O1 (configuration not stated),5,-6
N/C(=N\OC(=O)c1cc(Cl)ccc1Cl)c1cccnc1,20,-6
CN1CCC(N(C)S(=O)(=O)c2ccc(NC(=O)Cc3ccc(F)cc3)cc2)CC1,3,-2

# A different layout for five compounds above:
canonical_smiles	OX1R antag-1	OX1R antag-2
Cc1cc(C)cc(N(CC(=O)Nc2c(C)n(C)n(-c3ccccc3)c2=O)S(C)(=O)=O)c1	16	-4
CCN(CC)S(=O)(=O)c1ccc(NC(=O)COC(=O)c2cnc(C)cn2)cc1	3	-10
Cc1cccc(OCC(=O)Nc2nnc(S(=O)(=O)N3CCCCCC3)s2)c1	16	1
CC(=O)N/C(=N/c1nc(C)cc(C)n1)Nc1cc(C)cc(C)c1	-5	-20
O=C(COC(=O)c1ccc(Br)o1)Nc1cccc(S(=O)(=O)N2CCCCC2)c1	4	-22

# Given tab-delimited: 5 of the compounds above
structure	OX1R antag-1	OX1R antag-2
Cc1cc(NC(=O)c2ccccc2)ccc1NC(=O)c1ccccc1Cl	14	-36
Cc1noc(C)c1C(=O)N(C)Cc1ccccc1	6	-8
Cc1c(Cl)cccc1NC(=O)CNc1ccccc1F	12	-14
CC1CN(C(=O)CCC(=O)NCc2cccnc2)c2ccccc2O1 (configuration not stated)	3	-11
CC(C)c1ccccc1NC(=O)COC(=O)CNC(=O)c1ccc(Br)cc1	11	2

# Going on with the list:
SMILES,OX1R antag-1,OX1R antag-2
CCc1cccc2c1NC(=O)C2(O)CC(=O)c1cccs1 (configuration not stated),14,3
CCc1nnc(NC(=O)c2ccc(S(=O)(=O)N(CC)CC)cc2)s1,-5,-3
CCOC(=O)c1ccccc1NC(=S)N1CCC(N2CCCCC2)CC1,3,-23
O=C(COc1ccc(Cl)cc1)NNC(=O)c1ccncc1,1,24
CC(=O)Nc1ccc(N(C(=O)c2ccco2)C(C(=O)NC2CCCC2)c2ccc(N(C)C)cc2)cc1 (configuration not stated),16,-9
O=C(Cc1ccccc1)NC(=S)Nc1ccc2oc(-c3ccccc3)nc2c1,12,-3
C[N+]1(C2CCC3CCCC2C3O)CCCCC1 (configuration not stated),5,-6
CCC(C)N1C(=O)CCC1C(=O)NCCc1ccc(Cl)cc1 (configuration not stated),6,-23
O=C(N/C(=C/c1cccnc1)C(=O)N1CCOCC1)c1ccco1,6,-7
COCCNC(=O)CNC(c1ccccc1)c1ccccc1,12,-14
O=C(NC1CCC(CC2CCC(NC(=O)C(Cl)Cl)CC2)CC1)C(Cl)Cl (configuration not stated),7,-9
CCn1c(=O)cc(O)c2c(=O)n(C)c(=O)n(C)c21,-1,-22
NCc1oc(-c2ccccc2)cc1C(=O)O,15,-8
CCC(CC)C(=O)Nc1ccc(C)c(O)c1,2,0
O=C(O)CCN1C(=O)c2ccc(NC(=O)Cc3ccc(Cl)cc3)cc2C1=O,16,1
O=C(O)c1ccc(S(=O)(=O)N(Cc2ccccc2)C2CCCCC2)cc1,16,-9
CCSc1nnc(NC(=O)c2ccc(C)cc2)s1,13,-19
COc1ccccc1N1CC(O)=C(c2nc3ccccc3s2)C1=N,1,-10
COc1ccc(NC(=S)N2CCC(NC(=O)c3cccc(C)c3)CC2)cc1,43,-12
O=C(OCc1cc(=O)n2ccsc2n1)c1ccccc1NCCO,5,-9
COCCNS(=O)(=O)c1ccc(F)c(OC)c1,1,-12
O=C(Nc1nccs1)C1CC(=O)N(c2ccccc2)C1 (configuration not stated),9,9
COc1ccc(NC(=O)C2CCCCN2CC(=O)OCc2ccccc2)cc1OC (configuration not stated),27,-21
CC(C)(C)C(=O)NC(NC(=S)Nc1sc2c(c1C#N)CCCC2)C(Cl)(Cl)Cl (configuration not stated),6,-4
CCOc1ccc(NC(=O)CN2CCN(CC(=O)Nc3ccc(Cl)c(C(F)(F)F)c3)CC2)cc1,10,12

# Record cards, as listed above.
# CCC(C)N1C(=O)CCC1C(=O)NCCc1ccc(Cl)cc1 (configuration not stated) across the screens: OX1R antag-1: 6; OX1R antag-2: -23
# O=C(OCc1cc(=O)n2ccsc2n1)c1ccccc1NCCO across the screens: OX1R antag-1: 5; OX1R antag-2: -9

# Other entries.
SMILES,OX1R antag-1,OX1R antag-2
Cc1cc(NC(=O)CSc2nc3c(c(=O)n2-c2ccc(Br)cc2)SCC3)no1,12,-18
N#CC1=C(N)Oc2n[nH]c(-c3ccccn3)c2C1c1c(F)cccc1Cl (configuration not stated),16,-11
CCOCCCNS(=O)(=O)c1ccc(OC)c(Cl)c1Cl,34,-21
CC(=O)N(Cc1ccccc1)c1c(N)nc(N)[nH]c1=O,33,3
CCOc1ccccc1NC(=O)c1ccc2c(c1)C(=O)N(CC)C2=O,12,-27
COC(=O)CSc1nc2ccccc2n1CC(=O)N(C(C)C)C(C)C,13,-19
N=c1c2c(n(Cc3ccc(Br)cc3)c3c1CCC3)CCCC2,9,-3
C/C(=N\O)C(C)Oc1ccc(Cl)cc1 (configuration not stated),11,-7
COCCCN(C(=O)CSCC(=O)Nc1cccc(C)c1)c1c(N)n(Cc2ccccc2)c(=O)[nH]c1=O,16,-6
CCOc1ccc(OCC(=O)OC(C)C(=O)NC2CCCCC2C)cc1 (configuration not stated),6,-23
O=C(NC1CC2CCCC(C1)N2S(=O)(=O)c1ccccc1)c1ccco1 (configuration not stated),5,-17
O=C(NCCC1=CCCCC1)c1ccc2c(=O)n3c(nc2c1)CCCCC3,24,-26
Fc1ccccc1/C=N/Nc1ncnc2nc[nH]c12,24,-9
CCOC(=O)c1ccc(Oc2nc(OC)nc(N(C)C)n2)cc1,14,5
Cc1cc(NC(=O)CCC(=O)N(Cc2ccccc2)C2(C(=O)NC3CCCCC3)CCCC2)no1,13,-23
O=C(N/N=C/c1ccc([N+](=O)[O-])cc1)c1ccc(NS(=O)(=O)c2cccs2)cc1,11,-10
Cc1csc(SC(C)C(=O)NC2CCCCC2C)n1 (configuration not stated),14,-22
CCc1ccc(C(C(=O)NCc2ccc(OC)cc2)N(CCOC)C(=O)Cc2cccs2)cc1 (configuration not stated),8,-17
COc1ccc(-c2nc(CN3CCN(c4ncnc5ccccc45)CC3)c(C)o2)c(OC)c1,23,-36
CCOC(=O)N1CCC(N2C(=O)c3ccccc3C2Nc2cccnc2)CC1 (configuration not stated),13,-17
C(=N\N(c1ccccc1)c1ccccc1)/c1ccc2c(c1)OCO2,-5,-30
CCOC(=O)C1=CN(Cc2cccc(F)c2)S(=O)(=O)NC1c1cccc(OC)c1 (configuration not stated),16,6
Oc1csc(Cc2nc(-c3ccc(-c4ccccc4)cc3)cs2)n1,12,-5
O=C(COC(=O)Cc1ccc(S(=O)(=O)N2CCOCC2)s1)NCc1ccccc1,9,3
COc1cc2c(cc1OC)C(C)N(C(=O)c1nccnc1C(=O)O)CC2 (configuration not stated),-5,-4

# (cont.)
SMILES,OX1R antag-1,OX1R antag-2
Cc1cc(C(=O)COC(=O)c2cccnc2Cl)c(C)n1C,-4,-7
CCc1nonc1NC(=O)c1oc2c(C)c(C)ccc2c1C,18,-18
NC(=S)Nc1cccc(F)c1,12,11
CC(=O)N/C(=C/c1ccc(Cl)cc1)C(=O)NCCc1c[nH]c2ccccc12,28,-8
Cc1oc(-c2cccs2)nc1CN1CCC(C(=O)N2CCCC2)CC1,4,-12
CC(C(=O)NC1CCCC1)N(C(=O)c1snc(C(N)=O)c1N)c1ccc2c(c1)OCCO2 (configuration not stated),7,-23
C=CCOC(=O)CCCC(=O)NC1CCCCC1,4,-10
O=C(Oc1cccc(/C=N/Nc2nc(N3CCOCC3)nc(N3CCOCC3)n2)c1)c1ccco1,23,-2
CN(C)/C=N/S(=O)(=O)c1cccn1-c1ncc(C(F)(F)F)cc1Cl,7,1
O=C(Nc1ccc(F)cc1)c1cc(Cl)sc1Cl,26,-3
Cc1cccc(C)c1NC(=S)Nc1ccc(Cl)c(Cl)c1,13,6
Cc1ccc(NC(=O)c2ccccc2-c2ccc(C(F)(F)F)cc2)cc1S(=O)(=O)N1CCOCC1,4,-10
CC(C)(C)OC(=O)N1CCC(C(=O)N[C@@H](Cc2ccccc2)C(=O)O)CC1,15,-28
COc1ccc(/C=N/OCC(=O)Nc2ccc3c(c2)OCO3)c(OC)c1,35,-6
Cc1nnc(N/N=C/c2cccc(OCc3ccc(Cl)c(Cl)c3)c2)n1N,44*,-6
Cc1cc(N/N=C/c2ccco2)c2ccccc2n1,6,-7
COc1ccccc1CN1CCNC(=O)C1CC(=O)NCCOc1cccnc1 (configuration not stated),8,-1
O=C(CC(=O)Nc1cccc(Cl)c1Cl)Nc1cccc(Cl)c1Cl,8,-23
C=CCN(CC(=O)Nc1c(C)cccc1CC)C(=O)SCCC,16,-18
COc1ccc(C(=O)COC(=O)COc2ccc(C)c(C)c2)cc1,16,-4
Cc1ccc(NC(=O)C2CCCN2C(=O)NC2CCCCC2)cc1C (configuration not stated),6,-15
CC(CCc1ccccc1)NC(=O)c1ccccc1Cl (configuration not stated),18,-20
COc1cc(C(=O)NCc2nnc(SCC(=O)NCCc3ccccc3)o2)cc(OC)c1OC,5,-22
COc1ccc(S(=O)(=O)N2CCCCC2C)cc1 (configuration not stated),1,-9
Cc1ccc(CC(=O)Nc2ccc(C(=O)N3CCCCC3)cc2)cc1,-5,-1

# Some of these compounds in order of the OX1R antag-2 value, smallest number first:
SMILES,OX1R antag-1,OX1R antag-2
O=C(CC(=O)Nc1cccc(Cl)c1Cl)Nc1cccc(Cl)c1Cl,8,-23
COc1ccc(S(=O)(=O)N2CCCCC2C)cc1 (configuration not stated),1,-9
CC(=O)N/C(=C/c1ccc(Cl)cc1)C(=O)NCCc1c[nH]c2ccccc12,28,-8
Cc1cc(C(=O)COC(=O)c2cccnc2Cl)c(C)n1C,-4,-7
COc1ccc(/C=N/OCC(=O)Nc2ccc3c(c2)OCO3)c(OC)c1,35,-6
COc1ccc(C(=O)COC(=O)COc2ccc(C)c(C)c2)cc1,16,-4
NC(=S)Nc1cccc(F)c1,12,11

# Compound activity (PubChem)
